Screening results from PubChem.
sdo1 growth: growth rescue of sdo1-depleted yeast, primary screen, S. cerevisiae, bone marrow failure model; 140,000 tested, 0.21% active; S. cerevisiae sdo1-depleted JHY4D growth rescue, OD600 30 h; active compounds read high; pdr5 snq2 efflux-pump mutant strain; z-score at 10 µM;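 active = z-score above 3 at both the 24 hr and the 30 hr optical density reads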;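 note: z-score against mean and SD of all compound wells on the same plate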
Insulin prom inh: inhibitors of insulin promoter-driven GFP, primary screen, imaging, TRM-6 cells (human fetal islet line), eGFP reporter, cell count; reporter expression induced with tamoxifen; AID 1273, 2008; 130,000 tested, 0.9% active; inhibition, % at 2 µM;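 active = inhibition above the mean plus 3 SD, with well images judged a real hit on visual review, cut at about 60% in these data, passing the limit was not always enough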
sdo1 growth Rescue 24 h: further read-out of sdo1 growth, marked with its call; z-score; S. cerevisiae sdo1-depleted JHY4D growth rescue, OD600; measured here: growth rescue at 24 h;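 0 is the plate mean of compound wells and units are plate SD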
Active calls of the source: *; · = not tested or not shown; [ ] = another dose, or the depositor's remark.

SMILES	sdo1 growth	sdo1 growth Rescue 24 h	Insulin prom inh
Cc1ccc(OCc2nnc(NC(=O)OCC(C)C)s2)c(C)c1	-0.65	-0.19	·
O=C(Nc1ccc2c(c1)OCO2)C1CCCN1C(=O)Nc1ccccc1F (stereo unspecified)	1.4	1.3	50
NC(=S)Cc1nc2n(n1)Cc1ccccc1-2	0.74	-0.11	8
CCN1C(=O)/C(=C\C=C2/C=CC=CN2CC)SC1=S	0.98	1.2	3
O=C(Nc1ccc(Br)cc1)c1ccc(CSC2=NCCS2)cc1	0.91	3.7	-48
COc1cc(N=c2oc3c(C)ncc(CO)c3cc2C(N)=O)cc(OC)c1OC	·	·	19
Cc1cc(C)nc(SCc2ccc(C(=O)N/N=C/c3ccncc3)cc2)n1	·	·	0
CCOC(=O)c1cc2ccc(OC)c(OC)c2c(=O)s1	1.3	1.1	-79
O=C(NCc1cccs1)Nc1ccc2c(c1)OCO2	0.22	-0.48	-41
CCOC(=O)CC(=O)CSc1nc2c(sc(=S)n2-c2ccccc2)c(=O)[nH]1	0.18	0.57	50
CCOC(=O)C1=C(C)NC(=O)NC1c1ccc(N(CC)CC)cc1 (stereo unspecified)	-0.02	-0.38	·
Cc1nc2nc3c(cn2n1)C(=O)CCC3	0.2	0.08	15
O=C(N/N=C/c1cccc([N+](=O)[O-])c1)C1CC(=O)N(c2ccc(Cl)cc2)C1 (stereo unspecified)	-1.2	-0.98	8
CCn1c(=O)cc(OCC(=O)NC(C)c2ccc3c(c2)OCCO3)c2ccccc21 (stereo unspecified)	0.02	-0.06	-25
O=C(CCc1ccccc1)NC(NC(=S)Nc1ccc(Br)cc1)C(Cl)(Cl)Cl (stereo unspecified)	-1.4	-0.17	-51
O=C(O)CCCNS(=O)(=O)c1cccc2nsnc12	0.65	2.1	24
CC(=O)N1CC[n+]2c(-c3ccc(Cl)cc3)csc21	1.4	0.54	14
S=C(Nc1ccc(Cl)cc1Cl)Nn1cnnc1	0.41	-0.11	·
Cc1cc(C2=CC(C)(c3cc(C)oc3C)Nc3nc(C(F)(F)F)nn32)c(C)o1 (stereo unspecified)	-0.09	-0.26	-29
Cc1ccc(C(=O)NC(NCc2ccco2)C(Cl)(Cl)Cl)cc1 (stereo unspecified)	0.12	-0.5	6
COc1cc(OC)cc(-c2cc3nc4c(c(N5CCN(c6ncccn6)CC5)n3n2)CCCC4)c1	-1.8	-0.95	·
COc1cccc(/C=C(\CC(=O)O)c2nc3ccccc3s2)c1	·	·	0
Cc1cc(C)c2c(NC(=O)CCl)nn(C)c2n1	·	·	39
Cc1cccc(C)c1NC(=O)CSc1nnc(C)n1CC1CCCO1 (stereo unspecified)	·	·	50
Cc1cc(C)c(S(=O)(=O)NCCC2CCCN2C)c(C)c1 (stereo unspecified)	0.58	1	-47
CC(C)=CC(=O)OCC(=O)Nc1cc(C)cc(C)c1	·	·	37
C/C(=N\Nc1nnc(-c2ccccc2)c(-c2ccccc2)n1)c1cccc([N+](=O)[O-])c1	-1.3[9.4 µM]	0.4	7
COc1ccc([N+](=O)[O-])cc1NC(=O)CC(c1ccccc1)c1ccccc1	-0.41	-0.25	-193
CCn1cc(/C=C/C(=O)Nc2c(C)nn(Cc3ccccc3)c2C)cn1	0.07	-0.4	-8
Cc1c(C(=O)NCc2ccc3c(c2)OCO3)oc2ccc(S(=O)(=O)N3CCCCCC3)cc12	0.54	2.5	·

Ordered by the number under sdo1 growth Rescue 24 h (falling): three from the list above.
SMILES	sdo1 growth	sdo1 growth Rescue 24 h	Insulin prom inh
COc1ccc([N+](=O)[O-])cc1NC(=O)CC(c1ccccc1)c1ccccc1	-0.41	-0.25	-193
CCn1cc(/C=C/C(=O)Nc2c(C)nn(Cc3ccccc3)c2C)cn1	0.07	-0.4	-8
COc1cc(OC)cc(-c2cc3nc4c(c(N5CCN(c6ncccn6)CC5)n3n2)CCCC4)c1	-1.8	-0.95	·

Continuation.
SMILES	sdo1 growth	sdo1 growth Rescue 24 h	Insulin prom inh
COC(=O)c1ccc(N2CN=C(c3ccc(C)cc3)NC2=S)cc1	-1.8	-1.9	31
CCC(C)N(NC(C)=O)c1nc(Cl)nc(NC(C)(C)C)n1 (stereo unspecified)	1	0.33	-37
COc1ccc(C2SCCN2C(=S)Nc2ccc(F)cc2)cc1 (stereo unspecified)	0.25	0.2	·
O=C(OCn1nnc2ccccc2c1=O)c1ccco1	0.54	-0.5	·
c1ccc(OCc2nn3c(-c4cccnc4)nnc3s2)cc1	0.8	0.84	-9
S=C(NCc1ccc(Cl)cc1)Nc1ccccc1Cl	-0.64	-0.53	-52
CC(=O)Nc1ccc(Nc2ccc(S(=O)(=O)C(F)(F)F)cc2[N+](=O)[O-])cc1	-0.39	-0.01	·
Cc1ccc2c(c1)S/C(=C/c1ccc[n+](CCO)c1)N2C	·	·	5
CN1CCN(S(=O)(=O)c2ccc(NC(=O)c3ccc(Br)o3)cc2)CC1	1.8	0.81	-29
COC(=O)c1ccc(Oc2nc(NC(C)C)nc(N(C)C)n2)cc1	-0.35	-0.18	29
COc1ccc(C(=O)N(CCN2CCOCC2)CC(=O)NC2CCCC2)cc1OC	0.29	0.36	-7
O=C(NCc1ccc2c(c1)OCO2)Oc1ccccc1	0.39	-0.17	·
O=C(C1CCCN(S(=O)(=O)c2cccc3cccnc23)C1)N1CCN(c2ccccc2F)CC1 (stereo unspecified)	-0.26	-0.16	·
Cc1cc(OC(=O)C2CC2)c([N+](=O)[O-])c(=O)[nH]1	·	·	31
COc1cc(NS(=O)(=O)c2ccc(NC(=O)CN3C(=O)c4ccccc4C3=O)cc2)nc(OC)n1	·	·	36
NC(=S)N/N=C\c1ccc(-c2cccc(Cl)c2Cl)o1	-0.88	-0.6	1
COc1ccc(CC(=O)OCC(=O)c2ccc(OC)cc2)cc1	0.09	0.02	29
CCOC(=O)N1CCN(C(=O)CCN2C(=O)COc3ccccc32)CC1	-0.58	-1.6	79*
COc1ccc(-n2nc3c(N)n[nH]c3cc2=O)cc1	·	·	-6
N#Cc1nc(-c2ccco2)oc1NCCCn1ccnc1	0.24	-0.29	7
S=c1nn[nH]n1C12CC3CC(CC(C3)C1)C2	0.21	-0.12	-33
Cc1noc(C)c1C(=O)OCC(=O)Nc1cc(Cl)ccc1Oc1ccccc1	0.98	-1.3	-77
Clc1ccccc1CSc1nnc(-c2ccccn2)n1Cc1ccco1	-0.92	-0.21	15
CCN(CC)C(=O)COC(=O)c1ccc(O)cc1	0.39	-0.17	-17
CCCc1cc(N2CCCC2)n2nc(C)c(-c3ccccc3)c2n1	-1.2	-0.79	-21
COc1ccc(O[C@H]2C=C[C@@H](c3ccccc3)O[C@@H]2COC(=O)CC/C(C)=N/O[C@@H](C)CN2CCCCc3nc(C)c(C)cc32)cc1	-0.27	-0.06	-100
O=C(/C=C/c1ccc(-c2ccccc2[N+](=O)[O-])o1)c1ccc(Br)cc1	-1	-1.2	4
Cc1c(CCOC(=O)C23CC4CC(CC(C)(C4)C2)C3)sc[n+]1Cc1ccccc1	-0.85	-1.3	·
O=C(NC(=S)Nc1ccc(S(=O)(=O)N2CCCCC2)cc1)c1ccccc1	-0.7	-0.92	3
CCOC(=O)c1cccc(-c2ccc(C=O)o2)c1	0.74	0.67	·

Whole records as entered above:
CCCc1cc(N2CCCC2)n2nc(C)c(-c3ccccc3)c2n1 is entered as sdo1 growth = -1.2; sdo1 growth Rescue 24 h = -0.79; Insulin prom inh = -21
Cc1noc(C)c1C(=O)OCC(=O)Nc1cc(Cl)ccc1Oc1ccccc1 is entered as sdo1 growth = 0.98; sdo1 growth Rescue 24 h = -1.3; Insulin prom inh = -77

New compounds follow:
SMILES	sdo1 growth	sdo1 growth Rescue 24 h	Insulin prom inh
NC(=O)C1CCN(CC(=O)NC2CCCc3ccccc32)CC1 (stereo unspecified)	·	·	4
CC(C)(C)Nc1nc(Oc2ccc(=O)n(-c3ccccc3)n2)nc(N2CCOCC2)n1	-0.32	-1.7	-71
C/C(Nc1ccc(Cl)cc1)=C(/C#N)C(N)=O	0.73	0.26	-13
O=c1oc2c3c4c(cc2s1)CCCN4CCC3	-0.35	-0.83	14
O=C(O)c1nc(N2CCCC2)ncc1Cl	0.43	0.02	41
COc1ccc(Br)cc1CNc1ccc(O)cc1	0.06	-0.33	-77
Cn1c(NC(=O)c2cc(Br)ccc2Cl)cc(=O)n(C)c1=O	0.13	0.03	·
Cc1cc(C)n2nc(C(=O)Nc3nnc(C4CC4)s3)nc2n1	0.31	-0.98	26
Cc1nc(N2CCC(C(N)=O)CC2)c2c(-c3cccs3)csc2n1	·	·	-50
COc1ccc(CN2CCC(=O)NC2=O)cc1	1.3	0.89	-18
CCOC(=O)C(Sc1nn(C)c(=S)s1)C(C)=O (stereo unspecified)	0.94	0.89	17
COc1cc(N/C=C(\C(C)=O)c2ccccc2)cc(OC)c1	-0.35	-0.26	47
Cc1ccc(S(=O)(=O)N2CCN(C(=O)/C=C/c3ccco3)CC2)cc1	1.3	0.67	·
Cc1ccc(C(=O)NC(=S)NCC2CCCO2)cc1 (stereo unspecified)	-0.42	-0.32	42
COC(=O)c1ccc2c(=O)n(CCCN3CCOCC3)c(=S)[nH]c2c1	0.89	0.33	-271
O=C(NCC1CCCO1)C1CCN(S(=O)(=O)c2cccc3cccnc23)CC1 (stereo unspecified)	0.16	2	·
O=C(N/N=C/c1coc2ccccc2c1=O)c1cc(O)cc(O)c1	·	·	7
COc1ccc(CN(C)C2CCCCC2)c(C)c1C	0.96	1	13
COC(=O)C1(S(=O)(=O)c2cccc3nsnc23)CC1	0.54	0.77	·
CNC(=S)N/N=C1\C(=O)c2cccc3cccc1c23	-0.06	-0.62	13
Cc1ccc2c(c1)-c1c(ssc1=S)C(C)(C)N2C(=O)CSC1=NCCS1	-1.1	-0.46	0
COc1ccc(CCC2(C)NC(=O)NC2=O)cc1 (stereo unspecified)	0.54	0.27	32
CCCNc1cc(C)oc(=O)c1C(=O)CCC	-0.39	-0.51	41
c1ccc(C2=NN(c3ccccc3)C(c3ccco3)C2)cc1 (stereo unspecified)	·	·	36
CCCCCC(=O)N1CCN(c2ccc(C(C)=O)cc2F)CC1	1	1.8	0
Cc1ccccc1NC1=CC(=O)CC(C)(C)C1	0.09	-0.75	-14
COCCNc1oc(-c2ccc(Cl)cc2)nc1C#N	0.36	0.66	·
CCOC(=O)c1ccc(S(=O)(=O)N2CCN(C(=O)CSc3nc4ccccc4o3)CC2)cc1	-0.85	-0.76	·
O=S(=O)(Nc1ccc(N=Nc2ccc(O)c3ccccc23)cc1)c1ccccc1	-0.82	0.36	-47
Cc1ccc(-c2ccc(C(=O)Nc3cccc(F)c3)o2)c2ccccc12	-0.81	-0.96	-5
COc1cc(/C=C/C(=O)O)ccc1S(=O)(=O)N1CCCc2ccccc21	·	·	-173
FC(F)(F)c1cccc(Nc2ncnc3ccccc23)c1	-1.8	-1.3	15
CCC1(CC)NC(=O)N(CC(=O)OCn2nnc3ccccc3c2=O)C1=O	-0.15	-0.09	·
COc1ccc(Cl)cc1Nc1nc(-c2sc(NC(=O)c3ccccc3)nc2C)cs1	-0.26	-0.35	41
COc1cc(/C=N/c2oc(-c3ccccc3)cc2C#N)ccc1O	-0.04	0.05	-8
CCN(CC)c1nc(OCCNC(=O)Nc2ccccc2)nc(N(CC)CC)n1	-1.7	-0.98	71*
Cc1ccc(C)c(NC(=O)COC(=O)CCCN=C2NS(=O)(=O)c3ccccc32)c1	1.7	1.1	23
O=C(O)CCn1c(CO)nc2ccccc21	·	·	0
COc1ccc(C(=O)NC(=S)N2CCN(C)CC2)cc1Br	·	·	0
CN(C)c1ccc(C(=O)OCc2ccccc2)cc1	-0.71	-0.99	25

Laid out differently: entries from further up
CCN(CC)c1nc(OCCNC(=O)Nc2ccccc2)nc(N(CC)CC)n1
  sdo1 growth: -1.7
  sdo1 growth Rescue 24 h: -0.98
  Insulin prom inh: 71*

CCC1(CC)NC(=O)N(CC(=O)OCn2nnc3ccccc3c2=O)C1=O
  sdo1 growth: -0.15
  sdo1 growth Rescue 24 h: -0.09
  Insulin prom inh: ·

COc1cc(/C=N/c2oc(-c3ccccc3)cc2C#N)ccc1O
  sdo1 growth: -0.04
  sdo1 growth Rescue 24 h: 0.05
  Insulin prom inh: -8

COc1cc(/C=C/C(=O)O)ccc1S(=O)(=O)N1CCCc2ccccc21
  sdo1 growth: ·
  sdo1 growth Rescue 24 h: ·
  Insulin prom inh: -173

Other compounds.
SMILES	sdo1 growth	sdo1 growth Rescue 24 h	Insulin prom inh
O=C(C1=COCCO1)N1CCN(S(=O)(=O)c2cccc(Cl)c2Cl)CC1	0.07	0.01	-33
Cc1ccc(NC(=O)CSc2nnc(-c3cnccn3)n2-c2ccccc2)cc1	-0.83	0.13	-14
O=C(COC(=O)c1cc2ccccc2oc1=O)c1cccc([N+](=O)[O-])c1	1.6	1.6	·
O=C(COC(=O)c1cncc(Br)c1)NCC1CCCO1 (stereo unspecified)	-0.04	-0.84	·
CS(=O)(=O)N1CCN(Cc2ccc(C(F)(F)F)cc2)CC1	0.04	0.53	-24
O=C(CCCN1C(=O)/C(=C/c2cccs2)SC1=S)NNC(=O)c1ccncc1	·	·	0
O=C(Cc1cccs1)NCc1ccc(F)cc1	0.81	1.1	-18
C=CCSc1nc(C)c(CC(=O)OCCCC)c(=O)[nH]1	0.37	0.04	12
CCOc1ccc(C(C)=O)cc1CSc1nnc(-c2cccs2)n1CC1CCCO1 (stereo unspecified)	-0.02	1.6	-14
COc1cccc(C(=O)NCC2CCN(c3ccc(S(=O)(=O)N4CCOCC4)cc3)CC2)c1	0.62	0.21	·

Entries above marked active in Insulin prom inh:
SMILES	sdo1 growth	sdo1 growth Rescue 24 h	Insulin prom inh
CCOC(=O)N1CCN(C(=O)CCN2C(=O)COc3ccccc32)CC1	-0.58	-1.6	79*
CCN(CC)c1nc(OCCNC(=O)Nc2ccccc2)nc(N(CC)CC)n1	-1.7	-0.98	71*

The order is random (roughly 0.99% active in at least one column).
